# Screening results from PubChem BioAssay.
# Insulin prom up: MIN6 insulin promoter up-regulation; 190,000 compounds, 0.3% hits; MIN6 insulin promoter-GFP reporter, high-content imaging; stronger effect = higher value; z-score at 5 µM; AID 1625;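 active = z-score above 3 at 5 µM with at least 500 cells counted in the well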
# Dynein transport: dynein cargo transport inhibition | 3617.4 mouse cells, GR-EGFP nuclear translocation imaging; test concentration mostly 20 µM; stimulated with dexamethasone, 1 µM; stronger effect = lower value | z-score, hits read low | 220,000 compounds, 0.47% hits | AID 1381;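 active = plate z-score of nuclear minus cytoplasmic receptor signal below a set negative limit, without overly bright fluorescence or cell loss, cut at about -3.5 in these data, passing the limit was not always enough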;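 note: z-score of nuclear minus cytoplasmic ring GR-EGFP intensity difference per well; some compounds called inactive have numbers as strong as hits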
#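 Medium: Induction medium lacking tetracycline, stripped serum | Probe or stimulus: 1.0 µM final dexamethasone stimulus | Schedule: 48 h induction, then 1 h compound, then 30 min agonist, 37 °C | Signal: Automated 10x imaging of fixed Hoechst-stained cells | Evaluation: Per-cell GR-EGFP intensity, nucleus versus surrounding cytoplasmic ring, well-averaged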
# b-catenin transl: alters nuclear translocation of beta-catenin in HeLa cells; immunofluorescence imaging; nuclear translocation activity, % at 5 µM; 190,000 compounds, 0.3% hits; AID 1665;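 active = nuclear translocation activity above 50% at 5 µM, with a well cell count of 50 or more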;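 note: per-cell ratio of nuclear to cytoplasmic median beta-catenin stain intensity; plate controls were DMSO negative control for no effect and GSK-3 inhibitor IX positive control for full effect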
#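 Test system: human HeLa cells, native beta-catenin. Compound dosing: 5 µM primary single dose, 0.1% DMSO, 0.02–20 µM confirmation series. Incubation: compound exposure 24 h at 37°C. Detection: beta-catenin immunostaining with DAPI counterstain, 20x imaging, 6 fields/well. Read-out basis: Nuclear/cytoplasmic beta-catenin signal ratio, % activation.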
# Yfh1-off respiration: enhancers of respiration in Yfh1-depleted yeast, dose response, Friedreich's ataxia, plus single-dose screen (AID 1465) | S. cerevisiae Yfh1-off respiration, WST-1 reduction, 72 h; higher fold induction means a stronger effect | one-dose fold induction at 50 µM; EC50 in µM for titrated hits | 220,000 compounds, 0.074% hits;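 active = fold induction of absorbance versus untreated yeast above a set limit, then at least 30% activation at any dose in follow-up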;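 note: activators that raise dye reduction in frataxin-depleted yeast; strong numbers were not always called active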
# WT yeast gro inh: growth inhibition of WT yeast, mitochondrial fusion screen | mitochondrial fusion phenotypic screen, WT strain | inhibition, % at 10 µM | 190,000 compounds, 2.1% hits; in the data active = inhibition above about 58%; tested in S. cerevisiae
# NOD2 inhibition: NOD2 signaling inhibitors, cell-based, luminescence, uHTS, HEK293 (AID 1566); inhibition, % at 4 µM; hits with a dose series show EC50 in µM; HEK293 NOD2/NF-kB luciferase reporter, luminescence; higher % means a stronger effect; 290,000 compounds, 0.63% hits; in the data active = inhibition above about 50%; note: many of its hits are not listed in these tables
# Lipid droplet: modulators of hepatic lipid droplet formation; AML12 mouse hepatocytes, oleate lipid droplets, BODIPY imaging; inhibition, % at 6.5 µM; 240,000 compounds, 0.4% hits; AID 1656;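 active = lipid droplet intensity inhibited by at least 50%, with more than 500 cells counted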
#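 Test system: AML12 mouse liver cells; schedule: overnight exposure; technique: high-content imaging of BODIPY-stained droplets and DAPI nuclei; read-out: % inhibition of corrected integrated BODIPY droplet signal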
# Autophagy HCS: alters autophagy in cells; MEF GFP-LC3 puncta imaging; test concentration mostly 10 µM; calls only at 10 µM (by protocol); 190,000 compounds, 0.98% hits; AID 463193;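 active = percentage of spot-positive cells more than 3 SD above its plate mean, without a fluorescence outlier flag or 80% toxicity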;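 note: spot-positive cell cutoff set from DMSO-treated cells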
# MT stabilizer: microtubule stabilization, imaging screen | HeLa tubulin immunostaining HCS, 24 h; share of cells brighter than vehicle mean+2SD | % tubulin-high responders, % at 10 µM | 200,000 compounds, 0.83% hits | AID 2205;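 active = plate Z-score above 3 for both tubulin-high and condensed-nucleus cell shares, with cell loss under 80%, at 10 µM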;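 note: anti alpha tubulin signal scored within the nucleus-defined area of each cell; some results filed as inactive read as strong as hits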
# WT yeast gro inh mutant strain: second read-out of WT yeast gro inh, no call of its own (marks repeat the call); inhibition, %; mitochondrial fusion phenotypic screen, mutant strain inhibition
# Dynein transport cytoplasmic EGFP: further read-out of Dynein transport, marked with its call; z-score; measured here: cytoplasmic GR-EGFP intensity; stronger effect = higher value
# Dynein transport nuclear GR-EGFP: also measured in Dynein transport; calls as there; z-score; measured here: nuclear GR-EGFP intensity;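 lower value marks the stronger effect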
# Dynein transport cell count: also measured in Dynein transport; calls as there; z-score; measured here: cell count per field
# Insulin prom up cell count: recorded beside Insulin prom up, whose call it bears; cell count; measured here: cytotoxicity, nuclei count;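 total cells summed across four imaged fields per well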
# Lipid droplet cells 6.5 µM: second read-out of Lipid droplet, no call of its own (marks repeat the call); cell count; measured here: cell count, cytotoxicity flag;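 cells counted across two imaged fields per well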
# b-catenin transl cell count 5 µM: further read-out of b-catenin transl, marked with its call; cell count; measured here: cell count, cytotoxicity flag
# MT stabilizer Hoechst-high %: further read-out of MT stabilizer, marked with its call; % Hoechst-high responders; measured here: nuclear condensation Hoechst responders;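 share of cells brighter than vehicle mean plus two SD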
# MT stabilizer cytotoxicity %: second read-out of MT stabilizer, no call of its own (marks repeat the call); toxicity, %; measured here: cytotoxicity by cell density;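 0% = mean cell density of plate MIN control wells and 100% = no cells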
# Autophagy HCS cell loss 18 h: recorded beside Autophagy HCS, whose call it bears; toxicity, %; measured here: cell loss, nuclei count;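 cell loss after 18 h compound exposure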
# Active calls of the source: *; i = inactive; x = no result given; + = active, no number. Not all compounds are listed, so the mix of outcomes need not match the whole.
# Value order – Insulin prom up	Insulin prom up cell count	Dynein transport	Dynein transport cytoplasmic EGFP	Dynein transport nuclear GR-EGFP	Dynein transport cell count	b-catenin transl	b-catenin transl cell count 5 µM	Yfh1-off respiration	WT yeast gro inh	WT yeast gro inh mutant strain	NOD2 inhibition	Lipid droplet	Lipid droplet cells 6.5 µM	Autophagy HCS	Autophagy HCS cell loss 18 h	MT stabilizer	MT stabilizer Hoechst-high %	MT stabilizer cytotoxicity %
CCS(=O)(=O)N1CCCC(C(=O)NCC2CCCO2)C1 (stereo not drawn)
→ -0.58	1540	-0.18	-0.3	-0.49	0.32	1.1	1349	i	7	-5	7%	x	x	i	9	3.1	2.4	14
CCC(O)CNC(=O)NC(=C(Cl)Cl)c1ccc(C)c(F)c1 (stereo not drawn)
→ -1.7	1373	-1.1	0.096	-0.8	0.93	3.0	1052	i	-23	-11	5%	-15	643	i	16	5.0	3.3	0.1
CC(=O)N/C(=N/c1nc(C)cc(C)n1)Nc1ccc(NC(C)=O)cc1
→ -0.2	1269	-0.21	-0.13	-0.38	0.38	x	x	i	9	2	-6%	-2	683	i	-4	1.9	1.8	1.7
O=C(N/N=C/c1ccc(Cl)cc1)Nc1ccccc1
→ -0.03	1490	-0.54	-0.23	-0.42	0.82	-0.6	1450	i	-4	-1	-49%	x	x	i	3	3.0	1.2	7.6
O=c1c2ccccc2nc(/C=C/c2cccc([N+](=O)[O-])c2)n1CCCO
→ x	x	-0.1	-0.17	0.12	0.009	x	x	i	x	x	x	x	x	i	1	1.4	1.2	12
COc1cc(OC)c2c(c1C(CCN1CCOCC1)c1ccc(N(C)C)cc1)OC(=O)CC2c1ccc(N(C)C)cc1 (stereo not drawn)
→ -0.32	886	-0.85	-0.78	-0.35	0.32	-2.8	1211	i	x	x	28%	26	722	x	x	x	x	x
CSc1ccccc1NC(=O)CN1c2ccccc2CC1C (stereo not drawn)
→ -0.22	1163	-0.19	-0.28	0.76	-0.37	1.7	1280	i	x	x	-2%	0	655	x	x	x	x	x
CCc1ccc(C(=O)NNC(=O)CCN2CCN(Cc3ccccc3)CC2)cc1
→ 0.72	1160	-0.93	-0.3	-0.58	1.4	-3.5	1083	i	-6	-4	4%	-3	673	i	1	2.5	2.7	6.6
Cc1ccc(S(=O)(=O)C2(C(=O)NCc3ccccc3Cl)CC2)cc1
→ 0.72	962	-0.36	-0.14	0.19	0.61	0.1	1320	i	x	x	-46%	3	690	x	x	x	x	x
COC(=O)c1c(NC(=O)/C=C/C(=O)O)sc(Cc2ccccc2)c1C
→ -0.2	1215	-0.79	-0.25	-0.68	0.78	-0.1	923	i	-12	-24	6%	-44	510	i	-12	6.6	2.5	5.9
COc1ccc(-c2nnn(CC(=O)N(CC(=O)NC3CCCC3)c3ccccc3)n2)cc1OC
→ -0.44	1372	0.54	-0.19	0.49	0.62	1.2	1482	i	0	4	7%	-25	697	i	-3	2.9	1.3	12
Cc1csc(SCC(=O)Nc2ccc3c(c2)OCCO3)n1
→ -0.05	1608	1.4	-0.23	1.5	-2.1	-4.3	1070	i	13	15	-42%	19	699	i	8	4.8	1.2	6.9
N=C1C(c2nc3ccccc3s2)=C(O)CN1NC(=O)c1c[nH]c2ccccc12
→ 0.4	1561	-0.85	-0.16	-0.32	0.81	0.1	1502	i	7	5	-21%	4	725	i	19	2.7	1.4	5.9
O=C(c1ccc(S(=O)(=O)c2ccccc2Cl)c([N+](=O)[O-])c1)N1CCN(Cc2ccccc2)CC1
→ x	x	-1.1	-0.19	-0.47	0.4	5.7	938	i	3	-6	12µM*	-13	655	i	0	9.2	6.3	10
CC(=O)N(C)Cc1ccc(C(=O)CCl)cc1
→ 1.7	1157	-4.6	4.8	-1.5	-2.9	-1.3	1093	i	8	14	-4%	-11	691	i	30	2.5	2.3	13
O=C(O)CCN1C(=O)NC2(CCCC2)C1=O
→ -1.6	908	-0.44	-0.22	-0.048	0.37	-3.3	1178	i	-8	0	-1%	x	x	i	-1	1.8	2.1	6.7
COc1ccc(NC(=O)C(=O)NCCO)cc1Cl
→ 0.11	1390	0.26	-0.25	0.24	-0.32	-2.6	1024	i	-7	6	-4%	17	721	i	-2	1.9	1.2	0.2
COc1ccc(-c2csc(/C=C/c3ccc4c(c3)OCO4)n2)cc1OC
→ 0.93	1500	-0.28	-0.23	-0.27	-0.073	-2.1	1129	i	-27	-10	14%	-3	579	i	1	2.3	2.1	14
O=C(Cc1ccc([N+](=O)[O-])cc1)NCc1ccncc1
→ -0.36	1349	0.95	-0.13	0.084	-0.86	1.8	1088	i	-4	7	-3%	11	705	i	-2	3.8	2.3	6.1
COc1ccc(OC)c(N=CC2=C(O)CC(C)(C)CC2=O)c1
→ 0.68	803	1.3	-0.31	0.7	-0.9	-1.4	1066	i	-8	-20	-2%	-7	706	i	11	4.6	3.2	3.7
CC(=O)Nc1nc(CCN2C(=O)c3ccccc3C2=O)cs1
→ -0.31	1166	0.59	-0.27	0.47	0.72	0.9	1014	i	-4	-15	18%	x	x	i	14	4.0	3.3	9.5
O=[N+]([O-])c1ccc2[nH]c3nc4ccccc4nc3c2c1
→ -0.72	735	-0.87	0.13	-0.44	1.2	-1.0	1297	i	x	x	-10%	-20	662	x	x	x	x	x
Cc1cc(-c2ccccc2C(=O)NC2CCCCC2)on1
→ -0.02	1393	0.23	-0.15	0.13	-0.051	0.5	1156	i	x	x	16%	1	684	x	x	x	x	x
Cc1ccc(S(=O)(=O)Nc2cccnc2)cc1
→ -0.14	1587	0.053	-0.14	-0.6	0.18	-1.1	1420	i	7	-6	5%	x	x	i	3	4.1	2.4	0.8
CN(C)C(=O)CNc1n[nH]c(=S)[nH]c1=O
→ -0.04	1346	-0.65	0.019	-0.28	1.1	0.0	1049	i	x	x	33%	-4	638	x	x	x	x	x
O=C(Nc1ccc(Nc2ccccc2)cc1)C(Cl)(Cl)Cl
→ 0.05	1319	0.18	-0.25	-0.33	-0.51	x	x	i	27	46	-11%	-8	606	i	-9	4.0	3.3	8.5
O=C(CCl)Nc1cc(S(=O)(=O)N2CCOCC2)ccc1N1CCOCC1
→ -0.31	1226	-0.1	-0.32	0.23	-0.0093	-2.5	1075	i	-16	2	9%	5	710	i	21	2.3	2.2	7.9
O=C(NCC1CCCO1)C1CC(c2ccc(Cl)c(Cl)c2)=NO1 (stereo not drawn)
→ -0.22	1293	1.2	-0.23	0.46	-0.45	1.1	1051	i	-5	-7	8%	-17	705	i	4	3.2	2.2	6.2
CCCCN1C(=O)/C(=C/C=C2/C=Cc3ccccc3N2CC)SC1=S
→ x	x	-0.64	-0.19	-0.2	0.82	0.9	1542	i	55	56	15%	56*	734*	+	17*	6.8	2.4	5.9
O=C(CSc1nnc(-c2ccncc2)n1Cc1ccco1)Nc1cccc(O)c1
→ x	x	-0.22	-0.29	-0.036	0.89	-1.9	1034	i	-14	4	10%	3	707	i	-4	2.6	2.9	11

# Gathered by group: the compounds so far with two or more sulfur atoms
# Value order – Insulin prom up	Insulin prom up cell count	Dynein transport	Dynein transport cytoplasmic EGFP	Dynein transport nuclear GR-EGFP	Dynein transport cell count	b-catenin transl	b-catenin transl cell count 5 µM	Yfh1-off respiration	WT yeast gro inh	WT yeast gro inh mutant strain	NOD2 inhibition	Lipid droplet	Lipid droplet cells 6.5 µM	Autophagy HCS	Autophagy HCS cell loss 18 h	MT stabilizer	MT stabilizer Hoechst-high %	MT stabilizer cytotoxicity %
Cc1csc(SCC(=O)Nc2ccc3c(c2)OCCO3)n1
→ -0.05	1608	1.4	-0.23	1.5	-2.1	-4.3	1070	i	13	15	-42%	19	699	i	8	4.8	1.2	6.9
CCCCN1C(=O)/C(=C/C=C2/C=Cc3ccccc3N2CC)SC1=S
→ x	x	-0.64	-0.19	-0.2	0.82	0.9	1542	i	55	56	15%	56*	734*	+	17*	6.8	2.4	5.9

# Going on with the list.
# Value order – Insulin prom up	Insulin prom up cell count	Dynein transport	Dynein transport cytoplasmic EGFP	Dynein transport nuclear GR-EGFP	Dynein transport cell count	b-catenin transl	b-catenin transl cell count 5 µM	Yfh1-off respiration	WT yeast gro inh	WT yeast gro inh mutant strain	NOD2 inhibition	Lipid droplet	Lipid droplet cells 6.5 µM	Autophagy HCS	Autophagy HCS cell loss 18 h	MT stabilizer	MT stabilizer Hoechst-high %	MT stabilizer cytotoxicity %
S=c1[nH]nc(CSCc2ccccc2Cl)n1-c1ccccc1
→ -0.11	1586	-0.54	-0.21	-0.36	1	0.6	1391	i	10	4	-15%	x	x	i	10	2.4	1.6	8.8
Cc1cc(C)cc(C(=O)NCCn2cc(SCC(=O)N3CCOCC3)c3ccccc32)c1
→ 1.5	1823	1	-0.22	0.53	-0.3	-1.2	1036	i	-3	-17	6%	-14	525	x	x	1.1	2.3	9.7
O=C(c1cc(-c2ccc(F)cc2)on1)N1CCCC1
→ -0.45	1516	1.7	-0.32	0.31	-0.41	3.3	1385	x	10	19	-159%	x	x	i	5	4.0	1.3	0.3
COc1cc2c(cc1NC(=O)CSc1nccn1C)oc1ccccc12
→ 0.5	1353	-0.13	-0.21	-0.37	0.57	-0.8	985	i	12	24	-12%	-9	675	i	3	2.5	4.4	7.3
CC(C)(C)C(=O)N1CCN(c2ccc(Cl)cc2[N+](=O)[O-])CC1
→ -0.08	1345	1.4	-0.26	0.47	-0.78	-0.2	936	i	32	23	-20%	10	637	i	4	3.6	2.1	1.6
COc1ccccc1N1CCN(C2CCCC(C)C2)CC1 (stereo not drawn)
→ -0.45	949	0.3	-0.074	0.013	-0.074	x	x	i	6	-4	-30%	-4	737	i	-3	1.9	1.1	12
